# Granule exo inh: LAMP-1 surface exposure blockers, TALL-104 cells – cell-based, flow cytometry, MLPCN library, primary screen; 0.66% of 360,000 active; inhibition, % at 10 µM; TALL-104 LAMP-1 surface exposure; cells stimulated with thapsigargin and PMA;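 active = inhibition above about 55%, limit read from the data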
# MC4R antag cAMP: MC4R antagonists of cAMP signaling, primary screen, cell-based, TR-FRET, antagonist arm of biased-ligand search | Melanocortin receptor 4 (Homo sapiens), P32245 | MC4R-expressing cells, MTII-stimulated cAMP, LANCE TR-FRET | inhibition, % at 6.5 µM | 0.48% of 360,000 active | AID 540295, 2011;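 active = inhibition above its plate's cutoff, the mean of tested wells on that plate plus 3 SD, cut at about 29% in these data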;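 also: 0% = Melanotan II alone and 100% = Melanotan II plus saturating MCL0020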
# Target sequence (P32245 whole entry, looked up): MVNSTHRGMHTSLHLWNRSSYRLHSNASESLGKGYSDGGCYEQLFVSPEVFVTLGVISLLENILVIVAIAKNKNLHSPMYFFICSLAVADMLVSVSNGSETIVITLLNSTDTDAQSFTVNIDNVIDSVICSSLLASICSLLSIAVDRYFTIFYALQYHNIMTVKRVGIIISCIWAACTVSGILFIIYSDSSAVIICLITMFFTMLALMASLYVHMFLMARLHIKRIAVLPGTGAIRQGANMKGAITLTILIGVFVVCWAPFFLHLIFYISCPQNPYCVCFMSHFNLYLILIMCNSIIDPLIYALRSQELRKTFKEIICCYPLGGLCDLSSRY
#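 System – human MC4R-expressing U2OS cells · Also added – Melanotan II · Dosing – one concentration, 6.5 µM nominal · Timing – 30-min compound, 1-h challenge, 1-h detection, room temperature · Measured by – Eu-cAMP/anti-cAMP TR-FRET, emission 671 nm · Replicates – singlicate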
# iPSC survival up: enhancers of single-cell hiPSC survival, primary screen, ATPlite luminescence. 100% = ROCK inhibitor wells, 0% = DMSO. AID 602274, 2012. 0.044% of 360,000 active. survival enhancement, % at 20 µM; in the data active = survival enhancement above about 18%;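 also: cells exposed to compounds for 16 hours before the ATP read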
# ABCB6 inh 2: ABCB6 transporter inhibitors, primary screen, K562-ABCB6 cells, flow cytometry, MLPCN library. ATP-binding cassette sub-family B member 6 (Homo sapiens), Q9NP58. K562-ABCB6 porphyrin accumulation, 1 h; active compounds read low. fluorescence ratio to DMSO, % at 10 µM. 0.19% of 360,000 active. AID 602162, 2011;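 active = fluorescence ratio to DMSO below 75%, the collection mean minus 3 SD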;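 also: signal is porphyrin accumulated inside mitochondria; 100% equals median channel fluorescence of DMSO control wells; lower ratio means ABCB6 inhibition with less porphyrin fluorescence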
# H9c2 protect: cardioprotection against H2O2-induced cell death, primary screen, uHTS, H9c2 cells, ATPLite luminescence; H9c2 cardiomyocytes, H2O2 injury protection, 2 h; protection from H2O2 cell death, % at 20 µM; 0.63% of 360,000 active; AID 588492, 2011;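 active = compounds giving at least 50% protection of heart cells from peroxide-induced death in the single-dose screen, raw or plate-pattern-corrected value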;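 also: 0% = DMSO wells with peroxide and 100% = DMSO wells without peroxide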
# MC4R barr agon: MC4R agonists recruiting beta-arrestin, primary screen, cell-based, luminescence, agonist arm of biased-ligand search; 0.98% of 360,000 active; Melanocortin receptor 4 (Homo sapiens), P32245; U2OS MC4R beta-arrestin complementation; percent of melanotan II response, DMSO zero; activation, % at 8.9 µM;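 active = activation above a per-plate cutoff, the mean activation of sample wells on that plate plus 3 SD, cut at about 8% in these data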
# aDG glyco up: activators of alpha-DG glycosylation, primary screen, uHTS, Pro5-aDG cells, AlphaScreen; alpha-DG glycosylation AlphaScreen (IIH6); 0% Pro5, 100% B10-LARGE cell signal; activation, % at 10 µM; 0.22% of 360,000 active;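 active = activation of at least 8% versus controls, or a plate z-score of at least 8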;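 also: Pro5 are CHO cells carrying HIG-tagged alpha-DG that lacks glycosylation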
# HTR2A ag: mouse Htr2a agonists via beta-arrestin recruitment, primary screen, cell-based, luminescence; 0.66% of 360,000 active; AID 624169, 2012; CHO-K1 mHTR2A beta-arrestin complementation; percent of 30 µM serotonin response; activation, % at 7.6 µM;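 active = activation above a run cutoff, the mean activation of all tested compounds plus 3 SD, cut at about 14% in these data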;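 also: 0% = plate median of compound wells and 100% = 30 µM serotonin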
# Target sequence (P35363 whole entry, looked up): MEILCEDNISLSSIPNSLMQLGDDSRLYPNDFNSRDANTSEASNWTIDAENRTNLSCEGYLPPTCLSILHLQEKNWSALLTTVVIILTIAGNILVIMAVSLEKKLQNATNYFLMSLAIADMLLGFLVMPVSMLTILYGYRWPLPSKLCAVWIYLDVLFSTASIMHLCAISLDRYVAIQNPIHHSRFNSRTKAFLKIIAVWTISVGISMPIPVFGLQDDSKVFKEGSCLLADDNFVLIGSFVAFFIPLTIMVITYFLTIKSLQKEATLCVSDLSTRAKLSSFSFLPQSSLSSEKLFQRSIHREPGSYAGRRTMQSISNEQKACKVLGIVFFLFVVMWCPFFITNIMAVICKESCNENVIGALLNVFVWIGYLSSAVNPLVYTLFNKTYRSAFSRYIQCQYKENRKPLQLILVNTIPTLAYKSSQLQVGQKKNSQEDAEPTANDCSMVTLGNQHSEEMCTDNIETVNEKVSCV
# ABHD5-PLIN5 inh: ABHD5-PLIN5 interaction inhibitors, primary screen, cell lysate, split luciferase complementation, luminescence. inhibition, % at 4 µM. Split G. princeps luciferase complementation, 4 h. Perilipin-5 (Homo sapiens) + 1-acylglycerol-3-phosphate O-acyltransferase ABHD5 (Homo …. 0.78% of 360,000 active;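 active = inhibition above the mean inhibition across every tested compound plus 3 SD, cut at about 22% in these data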;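 also: 0% = DMSO only wells and the 100% control is not disclosed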
# Glyco luc inh: increase of ERlucT glycosylation luciferase signal, primary screen, N-linked glycosylation inhibitor project, D54 ERlucT cells, luminescence, set 2 | D54 ERlucT glycosylation luciferase reporter, 24 h; percent of 100 nM tunicamycin response | reporter increase, % at 12.5 µM | 0.23% of 360,000 active | AID 588692, 2011;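 active = mean luciferase reporter signal, scaled so untreated is 0 and the glycosylation-blocking control 100, at or above a set limit in every replicate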;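 also: luciferase carries N-glycosylation sites so blocking glycosylation raises the light; 0% = median of neutral control wells and 100% = median of 100 nM tunicamycin wells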
# Active calls of the source: *; . = no result given; & = joins results of further samples.
SMILES,Granule exo inh,MC4R antag cAMP,iPSC survival up,ABCB6 inh 2,H9c2 protect,MC4R barr agon,aDG glyco up,HTR2A ag,ABHD5-PLIN5 inh,Glyco luc inh
COC(=O)[C@]1(Cc2ccccc2)N[C@H](CN(C)C(=O)COc2ccccc2)[C@@H]2C(=O)N(C)C(=O)[C@@H]21,-3.2,2.6,0.7,99.0,-5.5,-1.3,-0.1,-3.2,-3.9,0.3
O=C(NCc1cccnc1)c1cc(C(=O)NCc2cccnc2)cc([N+](=O)[O-])c1,6.4,4.8,-0.5,101.0,2.0,-2.0,-0.2,-5.3,-4.7,3.5
CC(C)C[C@H]1CN(CCCC[C@@H]2CNC(=O)C(=O)N2CC2CCCCC2)C(=O)C(=O)N1Cc1ccccc1,-3.0,.,-0.2,98.0,.,.,0.0,-4.6,1.8,.
Nc1ccc(Oc2ncccn2)c(Cl)c1,19.8,4.2,0.4,102.0,6.1,-0.3,-0.2,-0.8,1.5,3.0
Cc1ccc(C)c(NC(=O)CCn2nc(C)cc2C)c1,0.0,-0.7,6.3,91.0,25.2,2.0,0.5,0.5,7.5,1.7
COc1ccc(-c2nc(SC)n(C)c(=O)c2C#N)cc1OC,-1.4,2.5,-1.4,94.0,20.2,-1.1,0.1,-3.7,2.5,-1.3
CCN(CC)S(=O)(=O)c1ccc(C)c(NC(=O)Cn2cnc3cc([N+](=O)[O-])ccc3c2=O)c1,-0.8,14.6,0.0,95.0,3.0,-1.3,-0.1,-2.8,2.0,0.4
COc1ccc(CCNC(=O)CN2C(=O)c3ccccc3S2(=O)=O)cc1,1.8,3.1,0.9,100.0,5.2,-0.5,-0.5,4.2,6.7,-1.4
Cc1ccc(-c2nc(CS(=O)CC(=O)NCc3ccco3)c(C)o2)cc1 (stereo not drawn),53.0,-2.0,0.7,102.0,-3.5,-0.7,0.0,5.1,5.4,0.5
O=C(OCC(=O)N1CCN(c2ccccc2)CC1)c1cc(F)c(F)cc1Cl,-1.1,11.8,2.9,98.0,12.0,-2.0,0.4,-4.7,-10.3,1.6
CCOC(=O)c1cncc(O)c1,-1.7,-5.3,0.3,95.0,6.3,-0.7,0.0,7.4,-5.2,0.9
COc1ccc(S(=O)(=O)N2CCCCCC2)cc1C(=O)OCC(=O)NCC(C)C,0.4,4.3,-4.2,95.0,0.9,1.7,0.3,1.6,-4.4,-3.0
CC(C)CC(=O)Nc1nnc(S(=O)(=O)Nc2ccccc2)s1,-13.1,1.2,-0.5,101.0,-0.7,-1.2,0.0,5.7,-3.4,0.2
FC(F)(F)c1cccc(Cn2cnc(NC(=S)NCCc3ccccc3)n2)c1,-1.9,5.5,0.3,101.0,-3.0,3.2,0.2,0.8,2.5,-1.2
COc1cc(C(=O)NCCNC(=O)c2ccco2)cc(OC)c1OC,2.4,10.9,-0.1,102.0,-2.2,-0.9,0.5,0.7,17.8,-0.6
COc1ccc(C2(C(=O)NCCCN(C)C)CCOCC2)cc1,-3.1,1.4,-0.9,98.0,-3.7,-0.5,-0.1,-5.9,3.0,-2.9
O=C(Nc1cccnc1Cl)c1noc2c1CCc1ccccc1-2,4.5,9.4,0.6,97.0,-18.4,1.1,0.5,2.7,7.8,-1.6
CCc1ccc(NC(=O)C(=S)NC2CCCCC2)cc1,-8.9,-0.9,-0.6,97.0,-11.1,-2.1,-0.2,-2.0,0.0,-7.4
COc1ccc(OC)c(NC(=O)C2=C(C)Nc3ncnn3C2c2cccs2)c1 (stereo not drawn),2.8,1.8,1.6,106.0,9.7,-1.2,-0.1,-2.6,-7.8,1.3
O=C(Nc1ccc(N2CCOCC2)c(Cl)c1)c1ccc(-n2cnnc2)cc1,-0.6,4.8,1.4,97.0,-1.5,-3.4,-0.1,3.0,0.8,-0.2
CC(C)c1ccc2nc(SCC(=O)NCC3CCCO3)c(C#N)cc2c1 (stereo not drawn),-9.9,24.9,-0.5,95.0,-4.0,1.9,0.1,11.3,5.0,-1.1
CC(Sc1ccc(S(=O)(=O)N2CCN(C)CC2)cn1)C(=O)Nc1cccc(Cl)c1Cl (stereo not drawn),-1.4,2.9,1.9,90.0,-0.1,-0.9,-0.1,-7.0,14.1,-3.5
COc1cccc(Nc2nc3ccccc3n2C(C)C)c1,0.3,24.4,1.3,100.0,-2.5,-0.5,0.4,-2.7,-3.2,-4.9
C/C(=N\NC(=O)Nc1ccccc1)c1ccccc1,-1.6,1.4,-0.4,97.0,-4.0,-0.6,-0.3,0.5,-5.4,2.1
CCOC(=O)C1C(=O)NC(N2CCOCC2)=NC1C(C)C (stereo not drawn),-2.0,17.8,-0.9,103.0,-2.7,0.1,-0.2,4.4,1.9,0.4
Cc1ccc(-c2nc3c4ccccc4ccn3c2CC2CCCCC2)cc1,-3.8,.,-0.1,124.0,.,.,4.3,0.8,3.3,.
NC(=O)c1ccsc1NC(=O)COC(=O)CCOc1ccccc1,1.7,18.8,0.1,101.0,-13.9,-0.2,0.2,2.0,-4.5,0.2
CN(C1CC(C)(C)N(O)C(C)(C)C1)S(=O)(=O)CC12CCC(CC1=O)C2(C)C (stereo not drawn),-0.5,-0.8,-0.1,98.0,-6.1,-1.3,0.1,0.3,6.7,0.0
COc1ccc(C(=O)N/C(=C\c2cccs2)c2nc3ccccc3[nH]2)cc1OC,0.9,2.0,-0.6,97.0,9.3,-0.4,0.0,2.1,-0.4,5.1
O=C(CN1C(=O)c2ccccc2C1=O)N1CCN(C(=O)c2ccco2)CC1,-0.4,8.4,-1.4,102.0,2.4,-0.9,-0.1,1.4,-0.4,0.7
Cc1ccc(NS(=O)(=O)c2cccc(C(=O)N3CCOCC3)c2)cc1,-1.5,3.2,8.1,104.0,7.2,-0.4,-0.1,-1.2,0.7,0.7
CCOC(=O)c1c(NC(=O)c2ccccc2C)sc2c1CC(C)(C)OC2,2.4,17.2,5.1,96.0,-6.5,-0.1,0.9,-1.5,-11.1,0.6
COC(=O)c1sc2ncccc2c1OCc1cccc(Cl)c1,-1.6,3.2,1.7,99.0,-3.2,2.3,0.8,-1.8,-7.9,-0.6
Cc1[nH]c2ccccc2c1CC(=O)O,-1.0,1.1,1.7,102.0,0.3,-1.5,0.2,2.9,-3.2,3.6
O=C(NCC(=O)N1CCCC1)NN=Cc1ccccc1O,17.8,.,0.0,97.0,11.1,.,0.0,0.2,3.1,2.3
CCOc1cc(-c2cc(N)n[nH]2)cc(OCC)c1OCC,2.9,4.4,3.3,101.0,-2.0,-0.5,0.9,1.4,-2.4,3.6
CCC(CC)NC(=O)c1cc(OC)c(OC)cc1[N+](=O)[O-],2.3,8.5,3.0,99.0,4.4,1.5,0.0,-1.8,0.9,2.6
O=C(Nc1cccc2cccnc12)c1ccc(Cl)cc1,-1.0,3.7,-0.7,105.0,3.8,0.0,1.0,0.6,-9.1,-1.1
COc1ccccc1S(=O)(=O)Nc1cccc(-c2nnc3n2CCCCC3)c1,1.4,-0.6,-3.2,104.0,5.7,0.5,0.0,-1.2,7.1,2.0
COc1ccc2nc(NC(=O)CSc3nc(C)cc(=O)[nH]3)sc2c1,0.1,4.4,-0.8,97.0,-2.8,1.9,0.4,-2.1,-3.3,3.1

# Limited to MC4R antag cAMP, HTR2A ag and Granule exo inh (3 entries from above):
SMILES	MC4R antag cAMP	HTR2A ag	Granule exo inh
Nc1ccc(Oc2ncccn2)c(Cl)c1	4.2	-0.8	19.8
Cc1ccc(C)c(NC(=O)CCn2nc(C)cc2C)c1	-0.7	0.5	0.0
COc1ccc(-c2nc(SC)n(C)c(=O)c2C#N)cc1OC	2.5	-3.7	-1.4

# The listing continues.
SMILES,Granule exo inh,MC4R antag cAMP,iPSC survival up,ABCB6 inh 2,H9c2 protect,MC4R barr agon,aDG glyco up,HTR2A ag,ABHD5-PLIN5 inh,Glyco luc inh
Cc1cc(C)nc(Nc2nc(C(N)Cc3ccccc3)cs2)n1 (stereo not drawn),-0.1,1.2,-2.6,97.0,4.0,-0.7,0.1,2.3,3.0,10.2
CSC(=NC1CCCCC1)NS(=O)(=O)c1ccccc1,-1.9&4.9,2.1&-4.0,-0.7&-5.0,99.0&115.0,-2.3&-2.1,-1.1&-0.9,0.1&0.0,-3.3&3.7,5.2&-5.1,-1.9&-1.0
CC1C2CC(C(CN(C)C)/C2=N/O)C1(C)C (stereo not drawn),-0.8,-0.1,-0.3,103.0,5.4,0.2,-0.1,0.3,9.8,0.6
c1ccc(NCCSc2nc3ccccc3s2)cc1,0.1,3.5,2.1,96.0,-11.9,-3.0,-0.3,4.3,9.1,0.5
O=C(O)/C(=C\c1ccco1)NC(=O)c1ccccc1,0.1,14.3,1.5,101.0,2.0,0.3,-0.1,-2.2,-1.1,2.0
COc1cc(C(=O)N(c2ccc(C)c(C)c2)C2C=CS(=O)(=O)C2)cc(OC)c1OC (stereo not drawn),-0.4,13.0,-0.6,100.0,-1.1,-2.9,0.2,-2.7,-3.2,-1.1
CSCCC(NC(=O)c1ccco1)C(=O)N1CCN(Cc2ccccc2)CC1 (stereo not drawn),-6.0,14.7,0.4,97.0,8.7,0.0,-0.1,1.9,-10.3,1.4
Cc1ccc2cc3cc(C(=O)N4CC(C)CC(C)C4)oc3nc2c1 (stereo not drawn),-3.8,10.2,-2.1,85.0,0.6,0.1,0.2,-2.3,-3.3,-0.1
CC12CCC(C(=NO)C1=NO)C2(C)C (stereo not drawn),-1.9,7.1,2.3,95.0,-0.9,-0.5,-0.2,0.3,0.8,0.6
COc1ccc(S(=O)(=O)N2CCC(C(=O)NCc3ccccc3)CC2)cc1OC,-0.6,-2.5,-0.9,96.0,-2.6,-2.1,-0.1,-1.6,4.9,1.6
CC(C)(C)NC(=O)Cn1cnc([N+](=O)[O-])n1,1.2,0.7,0.1,97.0,-3.4,1.0,-0.2,-2.3,-1.1,-0.9
CCOC(=O)C1=C(C)N(C)C(=S)NC1c1ccc(Cl)cc1 (stereo not drawn),1.2,4.9,-1.0,103.0,-8.7,-2.3,0.3,-5.7,1.2,0.5
O=C1Cc2ccccc2Sc2ccc(Cl)cc21,-2.4,16.4,5.7,97.0,-20.5,2.1,-0.4,-5.6,-0.2,-2.1
CN(C(=O)COC(=O)c1ccc(Cl)nc1)C1CCS(=O)(=O)C1 (stereo not drawn),1.1,8.3,-0.7,92.0,15.0,-1.6,-0.4,-1.4,1.8,3.3

# Source: PubChem BioAssay
